SNCA expr inh – reduces expression of the alpha-synuclein gene | HEK-293 SNCA-luciferase knock-in, luminescence, 24 h | AID 1671194 | 140,000 compounds, 0.17% hits | Potency, µM (highest dose often 57.2 µM), for inactives: at the top dose activity change, negative = inhibition, usual class: inhibitors;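 also: potency is read from the fitted curve at half-maximal effect; plate controls were DMSO cells for no effect and cell-free wells for full effect; nearly all actives have a fitted effect of over 45% in size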
HEK293 tox – HEK 293 cell cytotoxicity; HEK 293 viability, ATP luminescence (CellTiter-Glo), 48-72 h; 94,000 compounds, 6.6% hits; Potency, µM (highest dose often 115 µM), for the others: at the top dose activity change, negative = cytotoxicity, actives largely listed as inhibitors; also: potency is read from the fitted curve at half-maximal effect; nearly all actives have a fitted effect of over 60% in size
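Pintool-delivered compounds were incubated with HEK 293 cells (250 cells/well) at 37 degree Celsius for 48 or 72 hr. ATP-dependent luminescence (CellTiter-Glo) then reported remaining viable cells.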
IP6K1 inh – blocks human inositol hexakisphosphate kinase 1. Q92551. IP6K1 kinase, ADP-Glo luminescence, 2 h; active compounds read low. 140,000 compounds, 0.81% hits. AID 1645851. activity change, % (series mostly up to about 58 µM); in the data active = activity change below about -25%
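ADP-Glo luminescence measures ADP made by human IP6K1 during a 2 h RT reaction with ATP/IP6 (mix at 1.3 mM/130 uM); top library doses 57.5 and 19.1 uM final.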
3T3 cytotox – cytotoxic compounds in NIH 3T3 cells; NIH 3T3 viability, CellTiter-Glo ATP luminescence, 48-72 h; Potency, µM (highest dose often 96.7 µM), inactives show at the top dose activity change, negative = cytotoxicity, hits mostly inhibitors; 94,000 compounds, 4.3% hits; also: potency is read from the fitted curve at half-maximal effect; nearly all actives have a fitted effect of over 55% in size
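Viability of NIH 3T3 cells after 48 or 72 hr compound treatment at 37 °C was assessed by CellTiter-Glo, with luminescence imaged following a 10 min room-temperature step.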
GPT2 inh – inhibitors of human GPT2 alanine aminotransferase | AID 1671188 | Potency, µM (highest dose often 57.7 µM), for inactives: at the highest dose activity change, negative = inhibition, usual class: inhibitors | Recombinant GPT2, coupled pyruvate oxidase/HRP Amplex Red fluorescence | 100,000 compounds, 0.25% hits; also: potency is read from the fitted curve at half-maximal effect; nearly all actives have a fitted effect of over 60% in size; many of its hits are not listed in these tables
Target sequence (Q8TD30 whole entry, looked up): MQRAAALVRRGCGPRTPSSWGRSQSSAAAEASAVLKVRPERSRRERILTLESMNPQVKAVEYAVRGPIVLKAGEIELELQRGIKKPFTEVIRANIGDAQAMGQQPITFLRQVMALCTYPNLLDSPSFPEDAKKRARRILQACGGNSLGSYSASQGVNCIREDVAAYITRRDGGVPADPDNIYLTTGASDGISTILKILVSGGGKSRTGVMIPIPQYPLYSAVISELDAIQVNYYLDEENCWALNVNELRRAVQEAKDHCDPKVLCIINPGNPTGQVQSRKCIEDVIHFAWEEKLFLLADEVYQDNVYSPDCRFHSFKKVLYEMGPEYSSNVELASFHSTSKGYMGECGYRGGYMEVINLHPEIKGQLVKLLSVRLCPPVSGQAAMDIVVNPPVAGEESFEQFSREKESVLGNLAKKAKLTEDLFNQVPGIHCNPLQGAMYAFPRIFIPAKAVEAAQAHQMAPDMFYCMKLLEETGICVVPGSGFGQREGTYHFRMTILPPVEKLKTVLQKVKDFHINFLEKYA
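Fluorescence of coupled pyruvate oxidase/HRP/Amplex Red system (50uM Amplex, 30 min, dark) reports pyruvate formed by GPT2. Enzyme reaction: 10ng/uL GPT2, 2mM L-alanine, 250uM a-KG, 30 min room temperature, pH 7.5; 50uM AOA control.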
FLuc inh – blocks purified firefly luciferase enzyme activity; 76,000 compounds, 2.5% hits; purified P. pyralis luciferase, luminescence, biochemical; Potency, µM (doses to about 115 µM), for inactives: at the top dose activity change, negative = inhibition, hits mostly inhibitors; P08659; also: potency is read from the fitted curve at half-maximal effect; nearly all actives have a fitted effect of over 65% in size
Target sequence (P08659 whole entry, looked up): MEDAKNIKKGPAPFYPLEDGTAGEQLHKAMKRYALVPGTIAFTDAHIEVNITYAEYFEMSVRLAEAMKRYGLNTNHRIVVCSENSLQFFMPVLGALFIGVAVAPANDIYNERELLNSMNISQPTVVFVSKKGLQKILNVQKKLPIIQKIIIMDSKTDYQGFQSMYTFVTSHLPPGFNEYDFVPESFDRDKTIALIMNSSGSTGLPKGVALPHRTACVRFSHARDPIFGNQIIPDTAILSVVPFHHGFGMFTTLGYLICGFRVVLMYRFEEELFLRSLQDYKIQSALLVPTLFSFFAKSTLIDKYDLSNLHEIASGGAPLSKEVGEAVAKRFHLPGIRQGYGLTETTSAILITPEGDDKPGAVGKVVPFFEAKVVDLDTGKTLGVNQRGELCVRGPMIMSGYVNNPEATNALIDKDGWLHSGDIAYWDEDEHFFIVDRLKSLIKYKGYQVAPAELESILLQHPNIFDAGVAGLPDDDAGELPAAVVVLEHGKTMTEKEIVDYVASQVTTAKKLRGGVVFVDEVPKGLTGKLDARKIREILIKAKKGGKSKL
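Luminescence read by CCD imager after adding enzyme (10nM final) to wells holding compound, titrated in qHTS. Substrates 10uM each D-luciferin and ATP; buffer 50mM Tris acetate pH 7.5, 10mM Mg acetate, Tween-20, BSA.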
HEK293 viab – cell viability loss counter-screen | HEK-293-SNCA-luc viability, GF-AFC fluorescence, 24 h | Potency, µM (titrated, usually from 57.1 µM), for inactives: at the highest dose activity change, negative = cytotoxicity, most hits filed as cytotoxic | 150,000 compounds, 0.12% hits | AID 1671193;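 also: potency is read from the fitted curve at half-maximal effect; 0% = DMSO-treated cells and -100% = medium-only wells without cells; nearly all actives have a fitted effect of over 30% in size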
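HEK-293-SNCA-luc cells (1500/well) plated 24 h, then exposed 24 h to a dilution series; GF-AFC added 30 min at 37C, fluorescence 405/540 nm; normalised to medium-only and DMSO wells, Hill fit.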
Active calls of the source: *; i = inactive; ? = inconclusive; · = no result given; [ ] = dose if it differs, or a comment. Unless noted, calls follow the shape of the dose curve; as a rule, active = well fitted curve in the direction sought with a large enough effect; inconclusive = small, poorly fitted or top-dose-only effect, or another doubt; inactive = no such curve, though single readings can be large; an effect the other way counts as inactive or inconclusive. Unless noted, % is scaled to controls: 0 for no effect and ±100 for the full control effect.

Each structure is followed by: SNCA expr inh, HEK293 tox, IP6K1 inh, 3T3 cytotox, GPT2 inh, FLuc inh, HEK293 viab
> CN1CCCN(S(=O)(=O)c2ccc3c(c2)CCC3)c2ccccc21
    -31%, ?, -4, ?, -12%, 3%, 1%
> C=C1C(O)C(OC(=O)c2ccccc2)C2C(C)(C(=O)O)CCCC2(C)C1CC/C(C)=C\CO (stereo not given)
    ·, ·, 2, ·, 5%[27.3 µM], ·, -3%[23.9 µM]
> COc1cccc(-c2nc(CS(=O)(=O)CC(=O)NCCCc3ccccc3)c(C)o2)c1
    -5%, ·, 17, ·, ·, ·, -6%
> COc1ccccc1CCC(=O)N1CC(F)(F)C[C@H]1c1nc(C)no1
    8%, -12%, 8, -12%, i, -13%, ?
> CCn1cc(S(=O)(=O)N2CCCCC2CCn2cc(-c3ccccc3)nn2)cn1 (stereo not given)
    -7%, ?, 17, ?, ?, ·, -16%
> Cc1oc(-c2ccccc2F)nc1CS(=O)(=O)CC(=O)N1CCN(c2ccc(Cl)cc2)CC1
    -22%, ·, -8, ·, ·, ·, -4%
> Cn1c(=O)n([C@H]2CCCN(C(=O)CCc3nc(-c4ccccc4)no3)C2)c2ncccc21
    12%, ?, -3, -31%, -10%, ·, -4%
> C[C@H](Cc1ccccc1)Nc1ncnc2c1ncn2[C@@H]1O[C@H](CO)[C@@H](O)[C@H]1O
    58%[activator], ·, ·, ·, -8%, ·, 2%
> COc1ccc(C(=O)Nc2ccc(-c3cc4ccccc4oc3=O)c(C)c2)cc1OC
    22%, ·, 28, ·, ·, ·, 2%
> Cc1cc(C)cc(N(CC(=O)NCCc2ccc(Cl)cc2)S(=O)(=O)c2c(C)noc2C)c1
    ?, ·, -18, ·, ·, ·, 12%
> O=C(c1ccc(F)cc1)N1CCC2(CC1)NC(=O)N(c1ccccc1Cl)N2
    -17%, ?, 15, ?, ?, 29%, -6%
> c1ccc(CN2CC(Oc3ccc4c(c3)OCO4)C2)cc1
    41%[activator][87.6 µM], -9%[172 µM], -4, -12%[138 µM], i, ·, -1%[87.6 µM]
> CCc1nnc(SCc2ccc(OC)cc2)c2cc3sc(C)cc3n12
    8%, ·, 29, ·, ·, ·, -16%
> CCCCn1cnc2cc(NC(=O)c3cc(OC)c(OC)c(OC)c3)ccc21
    1%, ·, 7, ·, ·, ·, 2%
> CCN1CCN(C(=O)c2cc(-c3ccc(OC)cc3)nc3c2cnn3C)CC1
    2%, -11%, 9, -24%, -8%, ·, -1%
> COc1cc(SC)ccc1C(=O)Nc1ccc(S(=O)(=O)Nc2nccc(C)n2)cc1
    31%[activator], ·, 1, ·, ·, ·, 2%
> CC(C)N1CC[C@@H]2[C@H]1C(=O)NC[C@H](CCC(=O)N1CCN(c3ccccn3)CC1)N2C
    -12%[87.6 µM], i, -11, -1%[138 µM], -16%[88.5 µM], 6%[172 µM], -1%[87.6 µM]
> CSc1cccc(NC(=O)C(c2ccccc2)N2Cc3ccccc3C2=O)c1 (stereo not given)
    -10%, ·, -13, ·, ·, ·, -15%
> CC(=O)N1CCN(c2nc3c(s2)CC(C(=O)NCc2ccc(C(C)C)cc2)CC3)CC1 (stereo not given)
    27%, 45µM*, 11, ?, i, -26%, 5%
> Cc1nn2c(c1-c1cccnc1N1CCOCC1)N(C(=O)C(C)C)CCC2
    0%[87.6 µM], i, 32, ?, -7%[88.5 µM], 0%[172 µM], 1%[87.6 µM]
> COc1cccc(-c2c(C(=O)NC3CCCCC3)nc3sccn23)c1
    -12%, ?, -8, ?, -2%, ·, -11%
> Cn1cnc(S(=O)(=O)N2CCCC(Cn3c(C4CC4)nc4cccnc43)C2)c1 (stereo not given)
    4%, 12%, -9, i, 0%, -3%, 7%
> CCc1ccc(-n2nc(C)c3c(C(=O)N4CCN(c5ccccc5)CC4)cc(C)nc32)cc1
    -15%, ·, -5, ·, ·, ·, -14%
> O=C(CCCc1ccccc1)N1CCCC(CN2CCCC2)CC1 (stereo not given)
    75%[activator], ?, -9, ?, ?, ·, -23%
> COc1cc(F)c(-c2nccn2CC(O)c2ccccc2)cc1OC (stereo not given)
    -16%, i, -1, -3%, i, 9%, -2%
> CCCNC(=O)C1CCN(S(=O)(=O)c2ccc3c(c2)CCCN3C(C)=O)CC1
    -8%, ·, -1, ·, ·, ·, 8%
> CCOc1ccccc1C1NC(=O)N(CC(=O)NCc2ccccc2)C2=C1C(=O)OC2 (stereo not given)
    0%, -7%, 0, -11%, i, 5%, 12%
> COc1ccc(CN2C[C@H]3CN(Cc4ccccc4)CCN3C2=O)cc1
    ?, ?, -11, ?, -3%[88.5 µM], -6%[172 µM], 4%[87.6 µM]
> O=C(CN1CCOCC1)N1CCNc2cnc(Nc3ccc(-n4ccnc4)cc3)nc2C1
    -7%[87.6 µM], i, -2, 40µM*, -3%[88.5 µM], 14%[172 µM], -2%[87.6 µM]
> CCOC(=O)N1CCC(N[C@@H]2CC[C@@H]2NC(=O)CCn2cncn2)CC1
    -15%, -14%, 14, -17%, ?, 3%, 9%
> Cn1ccnc1CN1CCC2(CC1)OC(=O)N(Cc1ccccc1F)C2(C)c1ccccc1 (stereo not given)
    26%, ?, -13, ?, -4%, 1%, 7%
> CC(=O)N1CCc2c(sc3c2c(=O)n(-c2cc(Cl)ccc2C)c(=O)n3Cc2ccccc2F)C1
    -12%, ·, 15, ·, ·, ·, -26%
> CCOc1ccc(C(=O)c2oc3ccccc3c2NC(=O)Cc2coc3ccc(CC)cc23)cc1
    14%, ·, -14, ·, ·, ·, 5%
> Cc1noc2c(NCc3cnccn3)cc(-c3ccc(Cl)cc3)nc12
    29%[87.6 µM], ?, -9, ?, -10%[88.5 µM], -6%[172 µM], -12%[87.6 µM]
> CCOc1ccccc1CN1CCC2(CC1)Cc1ccccc1CNC2=O
    -11%, ?, 0, -12%, -2%, ·, -12%
> CC(C)CN(CCNC(=O)CN1C(=O)CSc2ccc(S(=O)(=O)N3CCOCC3)cc21)CC(C)C
    19%, ·, 2, ·, ·, ·, -7%
> COc1ccccc1C(=O)NCCC1CCN(C(=O)Nc2cc(F)cc(F)c2)CC1
    23%, ?, 15, ?, -4%, ·, -10%
> CC(N)=NCCCC[C@@H](N)C(=O)O
    10%, ·, ·, ·, -15%, ·, 2%
> CC(C)CNC(=O)C1(CCO)CCN(c2ncccn2)C1 (stereo not given)
    -4%, ?, 7, -6%, -1%, 5%, -14%
> COCCN1C(=O)CCc2cc(NC(=O)c3ccc(Br)o3)ccc21
    65%[activator], ?, 1, -16%, ?, -24%, 8%
> CC(NC(=O)Cc1c(F)cccc1Cl)C(=O)N1CCN(c2ccccn2)CC1 (stereo not given)
    5%, 0%, -1, -6%, i, 6%, -13%
> CCN1c2cc(C(=O)NCc3ccccc3C)ccc2C(=O)N2CCCCCC21 (stereo not given)
    -9%, ?, 2, -16%, i, -13%, 26%[12.5 µM]
> CC1(C)N=C(SCc2ccccc2Cl)c2ccccc2N1
    -2%, ·, 16, ·, ·, ·, -17%
> O=C(NCc1ccccc1)c1nc(S(=O)(=O)Cc2ccccc2)ncc1Cl
    ?, ·, -5, ·, ·, ·, ?
> NC(N)=Nc1nc(CSCC/C(N)=N/S(N)(=O)=O)cs1
    -12%, ·, -10, ·, 5%, ·, -10%
> Cn1c(=O)oc2cc(S(=O)(=O)N3CCC(C(=O)Nc4ccc(F)c(Cl)c4)CC3)ccc21
    -5%, ·, -8, ·, ·, ·, 0%
> Cc1noc(C)c1CNCC1(COc2cnccn2)C[C@@H](O)[C@@H](O)C1 (stereo not given in full)
    ?, -5%[172 µM], 18, -5%[174 µM], -10%[88.5 µM], -6%[172 µM], -1%[87.6 µM]
> O=C(NCC1CC1)c1nc2cccnc2n(Cc2ccccc2)c1=O
    7%[87.6 µM], -29%[172 µM], 20, ?, i, ·, -5%[87.6 µM]
> Cc1ccc2c(c1)c(=O)c1ccccc1n2CCCC(=O)Nc1ccc(F)cc1F
    -12%, ·, 9, ·, ·, ·, 10%
> Cc1noc(C)c1S(=O)(=O)NCc1cccnc1N(C)Cc1ccccc1
    -25%, ?, 23, -22%, i, -1%, -13%
> CCOC(=O)C1(Cc2cccc(C(F)(F)F)c2)CCN(Cc2cc(C(C)C)n[nH]2)CC1
    -20%, 25µM*, -4, ?, ?, 0%, -8%
> Cc1ccc([N+](=O)[O-])cc1NC(=O)CN(c1ccccc1)S(=O)(=O)N(C)C
    -11%, ·, -6, ·, ·, ·, -10%
> COc1ccc(C2Cn3nnc(-c4noc(-c5cccc(OC)c5)n4)c3CO2)cc1 (stereo not given)
    6%, -1%, 9, i, i, 6%, 15%
> CCOC(=O)c1noc2nc(C)n(CC(=O)Nc3ccc(Br)cc3C)c(=O)c12
    0%, ·, -5, ·, ·, ·, 3%
> O=C(NCc1ccc2c(c1)OCO2)c1noc(-c2ccc(F)cc2)n1
    4%, ?, 16, -29%, 1%, ?, 18%
> COc1ccc(S(=O)(=O)N2CCN(Cc3ccc4c(c3)OCO4)CC2)cc1OC
    -25%, ·, -4, ·, ·, ·, 0%
> Cc1ncccc1C(=O)N1CCC(N2CC3CC(C2)[C@H]2CCCC(=O)N2C3)CC1 (stereo not given in full)
    -5%, 0%, 5, 4%, 1%, 1%, 3%
> Cc1ccc(C)c(N2CCN(C(=O)C3CCCN(S(=O)(=O)c4cccc5nsnc45)C3)CC2)c1 (stereo not given)
    15%, ·, 3, ·, ·, ·, 4%
> COC(=O)c1cc2c(C(F)(F)F)cc(-c3ccccc3)cc2n1O
    ·, ·, -11, ·, ?, ·, -20%
> CC(C)C(=O)N1CCCC2(CNS(=O)(=O)c3cccnc3O2)C1 (stereo not given)
    ?, i, 5, i, -5%, ·, 4%

Remaining list, next part.
Each structure is followed by: SNCA expr inh, HEK293 tox, IP6K1 inh, 3T3 cytotox, GPT2 inh, FLuc inh, HEK293 viab
> O=C(Nc1cccc(C(F)(F)F)c1)c1cccc(C(=O)Nc2cccc(C(F)(F)F)c2)c1
    3%, ·, 26, ·, ·, ·, 0%
> O=C(CCc1ccccc1)N1CCC[C@H]1c1nc(-c2ccccc2Cl)no1
    0%, ?, 1, ?, -21%, -8%, -4%
> CCOc1ccc(NC(=O)C2CCN(S(=O)(=O)c3c(C)noc3/C=C/c3ccco3)CC2)cc1
    6%, ·, 18, ·, ·, ·, -11%
> COc1cc(C(=O)N[C@@H]2[C@@H](c3ccccc3)[C@@H](CO)N3CCCC[C@H]23)cc(OC)c1OC
    ·, ?, -6, ?, ·, ·, ·

By substructure: those above containing a thiophene ring, fused or not
Each structure is followed by: SNCA expr inh, HEK293 tox, IP6K1 inh, 3T3 cytotox, GPT2 inh, FLuc inh, HEK293 viab
> CCc1nnc(SCc2ccc(OC)cc2)c2cc3sc(C)cc3n12
    8%, ·, 29, ·, ·, ·, -16%
> CC(=O)N1CCc2c(sc3c2c(=O)n(-c2cc(Cl)ccc2C)c(=O)n3Cc2ccccc2F)C1
    -12%, ·, 15, ·, ·, ·, -26%

Compound activity deposited in PubChem BioAssay by National Center for Advancing Translational Sciences (NCATS).

These rows are one share of the data. The share of hits here may be higher or lower than overall.
